# PI4K2A inh – inhibitors of human PI4K2A; purified PI4K2A, ADP-Glo luminescence, 1 h; stronger effect = lower value; activity change, negative = inhibition, % at 76.9 µM; actives 0.13% (n = 420,000); in the data active = activity change below about -50%; inconclusive = mostly about -30% to -49%;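 note: -100% = wells without enzyme as full effect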
# Target sequence (Q9BTU6 whole entry, looked up): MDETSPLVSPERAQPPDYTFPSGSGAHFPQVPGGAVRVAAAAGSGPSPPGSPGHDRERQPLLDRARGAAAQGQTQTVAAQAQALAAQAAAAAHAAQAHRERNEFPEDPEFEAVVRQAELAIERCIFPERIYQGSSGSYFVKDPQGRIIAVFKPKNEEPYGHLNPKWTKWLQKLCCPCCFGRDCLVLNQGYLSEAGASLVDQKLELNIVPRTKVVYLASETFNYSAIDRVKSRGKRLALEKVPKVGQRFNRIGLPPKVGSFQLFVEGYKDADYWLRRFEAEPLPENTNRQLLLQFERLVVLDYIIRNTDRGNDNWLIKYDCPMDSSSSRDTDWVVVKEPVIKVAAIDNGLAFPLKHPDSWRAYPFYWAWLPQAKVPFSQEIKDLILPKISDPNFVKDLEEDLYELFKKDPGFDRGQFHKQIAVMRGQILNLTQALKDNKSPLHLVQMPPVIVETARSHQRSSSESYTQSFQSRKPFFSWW
#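 ADP-Glo luminescence measured ADP generated by PI4K2A enzyme (4 ug/mL before mixing) with 1.2 mM PI substrate (pre-mix) and 300 microM ATP (pre-mix). Tris pH7.5 buffer with MgCl2, Triton X-100; 1 h reaction at ambient temperature.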
# BAZ2B inh – BAZ2B (human) inhibition. actives 4.4% (n = 360,000). Potency, µM (top dose mostly 114 µM), for inactives: at the top dose activity change, negative = inhibition, actives largely listed as inhibitors. Q9UIF8. AlphaScreen BAZ2B-H3K14Ac peptide displacement; note: potency is the fitted concentration of half-maximal effect; % is set by controls: 0 for no effect and ±100 for the full control effect; nearly all actives have a fitted effect of over 60% in size
#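 Compounds, titrated to a top concentration of 110 uM, were incubated 30 min at room temperature with preformed BAZ2B/acetyl-K14 H3 peptide complex (50 nM each). Proximity signal was measured by AlphaScreen after 20 min with beads.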
# G9a inh – inhibitors of human histone lysine methyltransferase G9a; G9a H3K9 monomethylation, AlphaScreen, 2 h; actives 8.8% (n = 350,000); Potency, µM (highest dose often 102 µM), without a hit: at the highest dose activity, negative = inhibition, most hits filed as inhibitors; note: potency is the fitted concentration of half-maximal effect; % is set by controls: 0 for no effect and ±100 for the full control effect; nearly all actives have a fitted effect of over 75% in size
#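 Quantitative HTS format: methyltransferase activity on a biotin-tagged H3K9 peptide is measured by AlphaScreen, using a rabbit anti-monomethyl-H3K9 antibody with streptavidin donor and anti-IgG acceptor beads. Final levels are 20 nM enzyme, 500 nM peptide, 20 uM SAM; 2 h RT.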
# PGK inhibitor – blocks T. brucei phosphoglycerate kinase; P07378; PGK/GAPDH coupled, Kinase-Glo luminescence, 60 min; Potency, µM (series often up to 57.5 µM), for the others: top-dose activity change, negative = inhibition, usual class: inhibitors; actives 0.043% (n = 380,000); AID 602233; note: potency is the fitted concentration of half-maximal effect; % is set by controls: 0 for no effect and ±100 for the full control effect; nearly all actives have a fitted effect of over 60% in size
# Target sequence (P07378 whole entry, looked up): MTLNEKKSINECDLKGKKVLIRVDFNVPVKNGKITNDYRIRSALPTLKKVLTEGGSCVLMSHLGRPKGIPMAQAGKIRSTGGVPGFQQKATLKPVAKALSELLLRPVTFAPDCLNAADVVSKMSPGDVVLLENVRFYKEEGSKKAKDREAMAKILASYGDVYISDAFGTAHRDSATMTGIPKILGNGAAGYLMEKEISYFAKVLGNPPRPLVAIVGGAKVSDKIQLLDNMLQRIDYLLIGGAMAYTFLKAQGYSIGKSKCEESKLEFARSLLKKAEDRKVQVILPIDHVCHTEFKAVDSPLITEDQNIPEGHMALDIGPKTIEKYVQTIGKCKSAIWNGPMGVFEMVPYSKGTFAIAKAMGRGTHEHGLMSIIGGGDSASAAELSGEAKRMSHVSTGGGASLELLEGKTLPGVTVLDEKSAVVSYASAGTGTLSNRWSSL
#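 Recombinant glycosomal PGK reaction used 1,3-bisphosphoglycerate generated in-well by GAPDH (100nM final) in 100mM TEA pH 7.6, 5mM MgCl2, 0.01% Tween-20. After 60 minutes at room temperature, ATP was read by Kinase-Glo Plus luminescence end-point.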
# POLH inh – inhibitors of human DNA polymerase eta; Q9Y253; recombinant Pol eta, fluorescent DNA replication assay; Potency, µM (highest dose often 114 µM), for inactives: at the highest dose activity change, negative = inhibition, actives largely listed as inhibitors; actives 1.2% (n = 390,000); AID 588591; note: potency is the fitted concentration of half-maximal effect; % is set by controls: 0 for no effect and ±100 for the full control effect
#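 Fluorescent replication assay: 50 nM final substrate added after a 15 min room-temperature compound preincubation with 10 nM enzyme. Signal taken at 0 min and again at 10 min.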
# GLS inhibitor – glutaminase GLS (human) inhibition | O94925 | AID 624170 | actives 0.21% (n = 410,000) | GLS enzymatic activity, qHTS titration | Potency, µM (highest dose often 45.5 µM), inactives show at the top dose activity change, negative = inhibition, most hits filed as inhibitors; note: potency is the fitted concentration of half-maximal effect; % is set by controls: 0 for no effect and ±100 for the full control effect
#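 hKGA in 45 mM KH2PO4 (pH 8.2), 0.02% Tween-20 with compound, then 1mM L-Glutamine (stock as added) plus glutamate oxidase/HRP/Amplex red coupling mix. Fluorescence read initially and after 30 min at RT; signal change reflects glutamate formation.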
# HP1b chromo inh – blocks HP1-beta chromodomain binding to methylated histone tails. P83916. AlphaScreen HP1-beta / biotin-H3K9me3 peptide binding. Potency, µM (top dose mostly 114 µM), for the others: at the highest dose activity change, negative = inhibition, actives largely listed as inhibitors. actives 0.56% (n = 390,000); note: potency is the fitted concentration of half-maximal effect; nearly all actives have a fitted effect of over 70% in size; inactives centre near 23
# Target sequence (P83916 whole entry, looked up): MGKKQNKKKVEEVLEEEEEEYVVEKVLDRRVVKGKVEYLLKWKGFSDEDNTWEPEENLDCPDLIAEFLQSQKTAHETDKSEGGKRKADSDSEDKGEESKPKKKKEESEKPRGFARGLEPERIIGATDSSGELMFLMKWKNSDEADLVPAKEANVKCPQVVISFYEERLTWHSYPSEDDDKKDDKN
#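 HP1-beta protein (50 nM final) preincubated 30 min at room temperature with biotinylated H3(1-18)K9me3 peptide (50 nM) in PBS pH 7.4, 0.01% Tween-20, then compound added for 30 min. AlphaScreen streptavidin donor/nickel chelate acceptor beads (10 ug/mL final), 30 min dark, luminescence read.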
# Pin1 inh – inhibitors of human Pin1. Pin1 FP peptide displacement, HiFluor488, 10 min. Q13526. AID 504891. Potency, µM (top dose mostly 115 µM), for inactives: at the highest dose activity, negative = inhibition, actives largely listed as inhibitors. actives 0.009% (n = 390,000); active = well fitted inhibition curve with a large enough effect in the polarisation, with a control signal flat, not every such curve was filed as active; inconclusive = small, poorly fitted or top-dose-only effect, or effect the other way, or a change in a side signal; inactive = no such curve, though single readings can be large or run the other way; the % refers to the polarisation; note: potency is the fitted concentration of half-maximal effect; % is set by controls: 0 for no effect and ±100 for the full control effect
# JMJD2A Tudor – JMJD2A Tudor domain (human) inhibition; O75164; actives 4.4% (n = 390,000); Potency, µM (highest dose often 114 µM), for the others: at the highest dose activity change, negative = inhibition, most hits filed as inhibitors; AlphaScreen JMJD2A-Tudor / H3K4me3 peptide binding; note: potency is the fitted concentration of half-maximal effect; % is set by controls: 0 for no effect and ±100 for the full control effect; nearly all actives have a fitted effect of over 50% in size
# * = called active by the depositor; i = inactive; ? = inconclusive; · = not tested or not shown; & = joins results of further samples; [ ] = another dose, or the depositor's remark. Unless noted, calls come from the whole dose curve; as a rule, active = well fitted curve in the direction sought with a large enough effect; inconclusive = small, poorly fitted or top-dose-only effect, or another doubt; inactive = no such curve, though single readings can be large; an effect the other way counts as inactive or inconclusive. An excerpt (hit frequency here may not be typical).
PI4K2A inh,BAZ2B inh,G9a inh,PGK inhibitor,POLH inh,GLS inhibitor,HP1b chromo inh,Pin1 inh,JMJD2A Tudor,smiles
-4,-2%,6%[59 µM],-9%,-8%,0%,23%,10%,7%,CCc1cccc(C)c1NC(=O)Cn1ncc2c3ccccc3n(Cc3ccccc3)c2c1=O
-5,4%,6%,11%,-6%,-2%,42%[activator],-7%,-7%,Cc1c(Cl)ccc2sc(NC(=O)CN3C(=O)c4ccccc4C3=O)nc12
3,-6%,·,-3%,-11%,-5%,67%[activator],-6%,-13%,O=C(NCc1ccc(F)cc1)c1ccc2c(=O)n3c(nc2c1)CCCCC3
-2,-10%,21%[59 µM],-4%,-27%,-25%,26%,-4%,-29%,Cc1ccc(-n2ncc(C(=O)NCC3CCN(C4CCCC4)C3)c2C2CCN(C(=O)OC(C)(C)C)CC2)cc1C (stereo not drawn)
3,1%,8%[59 µM],1%,-14%,6%,6%,8%,-21%,O=[N+]([O-])c1cc(-c2nnc(-c3ccccc3)o2)ccc1Oc1ccc(Cl)cc1
-4,46%[activator],-8%,-11%,-10%,5%,33%,-6%,-3%,Cn1ncc2c1ncn1nc(COc3ccc4ccccc4c3)nc21
-8,2%,?,-3%,-15%,5%,41%[activator][57 µM],9%,-17%,O=Cc1sc(=O)n(Cc2cccc(C(=O)O)c2)c1Cl
10,-33%,?,5%,-12%,11%,20%,-12%,-13%,Cn1c(OCc2ccco2)nc2c1c(=O)n(Cc1ccc(Cl)c(Cl)c1)c(=O)n2C
-4,42%[activator],?,6%,2%,1%,23%,-6%,-4%[11.4 µM],Cn1c2c(c(=O)n(C)c1=O)C(NC(=O)C(C)(C)C)(C(F)(F)F)C(=O)N2 (stereo not drawn)
-3,-4%,47%,-3%,-14%,-1%,8%,2%,-20%,CCc1ccc(NC(=O)/C(C#N)=C/c2ccncc2)cc1
0,-21%,?,-6%,-5%,?,23%,-3%,-11%,Cc1cc2nc(-c3ccc[nH]c3=O)n(Cc3ccccc3F)c2cc1C
-15,11%,-6%[59 µM],5%,-11%,-9%,34%,-5%,-7%,COc1ccc(NC(=O)C(c2ccc(C)cc2)N(C)C(=O)CC2NC(=O)NC2=O)cc1 (stereo not drawn)
-2&-1,-15%&-3%,3%&2%[59 µM],-4%,-7%&-24%,-1%&0%,38%&40%,4%&-1%,2%&-10%,O=C1NC(NS(=O)(=O)c2ccccc2)(C(F)(F)F)C(=O)N1c1ccc(F)cc1 (stereo not drawn)
-2,?,?,-7%,-17%,7%,?,1%,?,Cc1ccc(N=Nc2ccc(O)c3ncccc23)cc1
2,1%,0%,7%,-5%,4%,30%,3%,-10%,CC1CCN(S(=O)(=O)c2nnc(NC(=O)COc3ccccc3F)s2)CC1
2,?,?,i,-13%,9%,-24%,-1%,?,Cc1ccc(NC(=O)C(OC(=O)c2cnc(C)cn2)c2ccccc2)c([N+](=O)[O-])c1 (stereo not drawn)
-2,1%,5%[59 µM],i,-8%,-3%,22%,?,-14%,Cc1ccc(Cl)cc1NC(=O)/C(C#N)=C/c1c(C)n(Cc2ccccc2)c2ccccc12
-5,2%,12%[59 µM],-8%,-10%,3%,19%,?,-6%,Cc1c(NC(=O)CCC(=O)N2CCOCC2)c(=O)n(-c2ccccc2)n1C
-7,-7%,·,-8%,-12%,2%,13%,0%,-11%,CCN(CC)S(=O)(=O)c1cccc(C(=O)Nc2cc(C)on2)c1
-4,-7%,?,-3%,1%,-6%,53%[activator],?,-32%,COc1ccc(Cl)cc1S(=O)(=O)N1CCN(c2ccc(F)cc2)CC1

# Additional records follow:
PI4K2A inh,BAZ2B inh,G9a inh,PGK inhibitor,POLH inh,GLS inhibitor,HP1b chromo inh,Pin1 inh,JMJD2A Tudor,smiles
0,-13%,?,-1%,-3%,-9%,1%,1%,-20%,O=C(/C=C/c1ccccn1)c1cc(Br)ccc1O
2,-4%,45µM*,i,-10%,0%,2%,3%,-17%,CC1CCCC(C)N1S(=O)(=O)c1ccc(NC(=O)CNC2CCCC2)cc1 (stereo not drawn)
3,·,·,-2%,0%,-26%,1%,-6%,-2%,C=CCn1c(=O)n(C)c2c(=O)n(C)c(=O)n(C)c21
3,-13%,-31%[59 µM],1%,-5%,0%,33%,0%,-12%,Cc1ccc(Cl)cc1NC(=O)C1CCN(c2nnc(C)c3c(C)n(-c4ccccc4)nc23)CC1
-8,-32%,?,2%,-16%,7%,74%[activator],-9%,-31%,CCCCC(c1nnnn1CCOC)N1CCN(Cc2ccccc2)CC1 (stereo not drawn)
3,34%,50µM*,i,-1%,11%,45%[activator],-4%,30%[57.1 µM],Nc1c(-c2ccc3c(c2)OCCO3)oc2ccccc2c1=O
1,-2%,33%[0.501 µM],-10%,-7%,2%,-5%,-11%,-34%,C=CCC(C(=O)NC(C)c1ccccc1)C(=O)NC(C)c1ccccc1 (stereo not drawn)
-9,?,25µM*,-13%,?,8%,-17%,?,79µM*,O=C1c2cccc3cccc(c23)C(=O)N1c1ccc2ncccc2c1
0,?,0%[59 µM],9%,-4%,0%,16%,2%,-25%,Cc1cc(F)ccc1NC(=O)Cn1nc(N2CCN(c3ccccc3)CC2)ccc1=O
2,?,50µM*,-5%,-17%,?,-3%,-5%,-27%,COc1ccc(NC(=S)N(CCCN2CCOCC2)Cc2cn(C)c3ccccc23)cc1OC
-6,-32%,50µM*,i,-21%,-15%,8%,-11%,-27%,CCN(CC)S(=O)(=O)c1cccc(NC(=O)CCNC(=O)NC23CC4CC(CC(C4)C2)C3)c1
5,8%,-11%,-4%,-20%,7%,40%[activator],8%,-3%,COc1ccc(-c2nc3n(n2)C(c2ccccc2Cl)C(C(N)=O)=C(C)N3)cc1 (stereo not drawn)
1,-9%,-41%,-9%,-3%,1%,11%,-3%,-29%,COc1cccc2sc(N3CCN(C(=O)c4ccc([N+](=O)[O-])o4)CC3)nc12
2,-2%,-9%[0.501 µM],-3%,-1%,-1%,34%,5%,-7%,O=C(N/N=C1/SCC(=O)N1Cc1ccco1)c1ccccc1F
12,?,-1%[59 µM],-10%,-5%,6%,13%,4%,-23%,COc1ccc(NC(=O)c2[nH]c(C)c(C(C)=O)c2C)cc1S(=O)(=O)N1CCOCC1
0,-3%,8.9µM*,5%,-10%,2%,59%[activator],3%,-11%,CCC(=O)N(Cc1ccc(S(N)(=O)=O)cc1)C1CC(=O)N(c2ccc(OC)cc2)C1=O (stereo not drawn)
9,104%[activator],106%[activator][59 µM],-12%,?,4%,101%[activator],0%,111%[activator],C=C(C(=O)c1ccccc1)C(C)CC(=O)c1ccccc1 (stereo not drawn)
4,-13%,7%[59 µM],0%,4%,11%,14%,-7%,?,COc1ccccc1N1CCN(c2ccc(=O)n(CC(=O)Nc3ccc(F)c(F)c3)n2)CC1
-19,·,26%,-12%,-13%,-12%,51%[activator],-4%,-2%,CCOC(=O)C1=C(C)c2ccccc2N(C(=O)OC)C1(C)C(=O)OCC (stereo not drawn)
3,0%,45µM*,-2%,-20%,-6%,34%,-1%,-19%,Cc1cc(NC(=O)CSc2ccccn2)no1

# Continued (three carried over from the part before).
PI4K2A inh,BAZ2B inh,G9a inh,PGK inhibitor,POLH inh,GLS inhibitor,HP1b chromo inh,Pin1 inh,JMJD2A Tudor,smiles
4,-13%,7%[59 µM],0%,4%,11%,14%,-7%,?,COc1ccccc1N1CCN(c2ccc(=O)n(CC(=O)Nc3ccc(F)c(F)c3)n2)CC1
-19,·,26%,-12%,-13%,-12%,51%[activator],-4%,-2%,CCOC(=O)C1=C(C)c2ccccc2N(C(=O)OC)C1(C)C(=O)OCC (stereo not drawn)
3,0%,45µM*,-2%,-20%,-6%,34%,-1%,-19%,Cc1cc(NC(=O)CSc2ccccn2)no1
0,·,·,10%,-9%,-6%,32%,0%,-7%,C#CCN1C=C(C(=O)OCC)C(C)NS1(=O)=O (stereo not drawn)
-8,1%,31%[12.7 µM],-4%,-20%,-6%,65%[activator],4%,-15%,COc1ccc(CCNC(=O)c2ccc(Cl)c(S(=O)(=O)N3CCCCCC3)c2)cc1
4,-22%,3%[12.7 µM],-4%,2%,12%,1%,4%,-18%,Cc1ccc(C)c(N2CCN(C(=O)Cn3c(=O)[nH]c4ccsc4c3=O)CC2)c1
11,·,·,2%,-16%,5%,29%,3%,1%,NC(=O)c1ccsc1NC(=O)COC(=O)c1cccnc1Cl
-26,?,?,-7%,-20%,?,11%,0%,-20%,CCC(C)Oc1ccc(/C=C/c2[nH]c(=O)[nH]c(=O)c2[N+](=O)[O-])cc1OC (stereo not drawn)
-1,?,?,i,-4%,10%,5%,1%,-29%,Cc1cccc(C=Nc2ccc3c4c(cccc24)CC3)c1O
-1,-6%,35%[59 µM],-11%,-12%,-5%,86%[activator],?,1%,Cc1cc(C)cc(C(=O)Nc2c(C(=O)Nc3ccccc3F)oc3ccccc23)c1
-1,10%,-11%[12.7 µM],-8%,-17%,-3%,34%,4%,-1%,Cc1ccc(S(=O)(=O)NCCC(=O)N2CCCCCCC2)cc1
-2,-11%,-3%[59 µM],-4%,-13%,8%,15%,-2%,-10%,Cc1ccc(C(=O)NCCc2nnc3ccc(SCC(=O)Nc4ccc(C)cc4C)nn23)cc1
-1,-2%,3%[59 µM],-9%,-2%,3%,13%,16%,-13%,O=C(NCc1cccc(Cl)c1)c1ccc2nc(N3CCCCC3)sc2c1
0,12%,22%[12.7 µM],1%,-11%,-1%,31%,-2%,-14%,O=C(CSc1ccccc1)OCC(=O)N1CCN(C(=O)c2ccco2)CC1
1,-3%,9%[12.7 µM],-1%,?,1%,5%,7%,?,CCc1nc(SCC(=O)Nc2nccs2)c2oc3ccccc3c2n1
